Sm TGR inh – qHTS Assay for the Inhibitors of Schistosoma Mansoni Peroxiredoxins; actives 3% (n = 360,000); Potency, µM (doses to about 114 µM), without a hit: at the highest dose activity change, negative = inhibition, hits mostly inhibitors; Schistosoma mansoni thioredoxin glutathione reductase (TGR), Q962Y6; purified TGR, DTNB reduction, TNB absorbance 405 nm; AID 485364, 2010; further: potency means the concentration at half of the fitted maximal effect; nearly all actives have a fitted effect of over 60% in size
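Kinetic colorimetric format: TGR-catalysed, NADPH-driven DTNB reduction monitored via TNB absorbance. Enzyme dispensed at 20 nM; compound exposure 15 min at room temperature before reaction start.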
Giardia FBPA inh – qHTS Assay for Inhibitors of Fructose-1,6-bisphosphate Aldolase from Giardia Lamblia | Potency, µM (top dose mostly 59.6 µM), without a hit: at the top dose activity, negative = inhibition, most hits filed as inhibitors | A8B2U2 | AID 2451, 2010 | purified Giardia FBPA | actives 0.71% (n = 290,000); further: potency means the concentration at half of the fitted maximal effect; nearly all actives have a fitted effect of over 55% in size
Target sequence (A8B2U2 whole entry, looked up): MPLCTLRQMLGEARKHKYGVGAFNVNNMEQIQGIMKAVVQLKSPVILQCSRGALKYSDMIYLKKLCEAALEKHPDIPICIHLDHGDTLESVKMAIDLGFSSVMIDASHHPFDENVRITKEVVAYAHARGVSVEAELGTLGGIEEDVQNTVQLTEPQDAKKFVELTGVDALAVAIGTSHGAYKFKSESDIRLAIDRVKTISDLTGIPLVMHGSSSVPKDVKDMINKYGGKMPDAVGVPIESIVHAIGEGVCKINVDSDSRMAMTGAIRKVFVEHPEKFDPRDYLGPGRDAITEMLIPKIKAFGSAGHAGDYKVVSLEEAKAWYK
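Giardia FBPA (40 nM reagent) was preincubated 10 min at RT with compound (up to 57.5 uM final), then substrate plus GAPDH/TPI/NAD/arsenate coupling system with diaphorase/resazurin was added; resorufin fluorescence (525/598 nm) was read after 20 min.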
HCV inhibitor – qHTS Assay for Inhibitors of Hepatitis C Virus (HCV). Huh7.5.1 HCVcc-Cre infection, luciferase reporter, 44 h. Potency, µM (titrated, usually from 41.8 µM), for inactives: top-dose activity change, negative = inhibition, most hits filed as inhibitors. actives 3.4% (n = 340,000); further: potency means the concentration at half of the fitted maximal effect
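Luciferase read-out (15 sec integration) after a 15 min room-temperature substrate step quantifies HCVcc-Cre infection. Cells, 1,000 per well, had compound added 4 h post-plating, then virus at ~0.5 moi, and were cultured 44 h.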
AmpC inh no detg – qHTS Inhibitors of AmpC Beta-Lactamase (assay without detergent). AmpC nitrocefin hydrolysis, absorbance 480 nm, 0.0001% Triton. Potency, µM (top dose mostly 57.1 µM), inactives show top-dose activity change, negative = inhibition, usual class: inhibitors. actives 0.52% (n = 330,000). AID 485341, 2010;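 further: potency means the concentration at half of the fitted maximal effect; plate controls were no compound for no effect and no enzyme for full effect; nearly all actives have a fitted effect of over 20% in size; some results filed as inactive show a strong effect at the top dose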
Target sequence (P00811 whole entry, looked up): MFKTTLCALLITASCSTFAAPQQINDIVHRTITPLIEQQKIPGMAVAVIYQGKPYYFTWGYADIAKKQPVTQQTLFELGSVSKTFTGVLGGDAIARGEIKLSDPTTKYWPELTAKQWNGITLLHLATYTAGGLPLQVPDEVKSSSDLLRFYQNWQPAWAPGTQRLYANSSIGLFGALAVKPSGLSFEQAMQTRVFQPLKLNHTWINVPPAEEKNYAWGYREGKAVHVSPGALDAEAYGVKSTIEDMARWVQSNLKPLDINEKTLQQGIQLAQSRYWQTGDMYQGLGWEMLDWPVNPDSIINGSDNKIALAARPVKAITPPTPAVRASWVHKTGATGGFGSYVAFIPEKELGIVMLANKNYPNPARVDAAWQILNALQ
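AmpC (5.3 nM in the dispensed reagent) in 20 mM phosphate pH 7.0 with 0.01% (detergent screen) or 0.0001% Triton X-100 was preincubated with compounds for 15 min at room temperature. Nitrocefin was then added from an 800 uM solution, and hydrolysis was followed at 480 nm.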
HCMV antiviral – qHTS Assay for inhibitors of the human cytomegalovirus (HCMV); AID 1259415, 2018; activity change, negative = inhibition, % at 57.5 µM; HFF cells, HCMV-luciferase reporter, 72 h; stronger effect = lower value; actives 4.5% (n = 410,000); in the data active means activity change below about -60%; inconclusive means no clear call, values can overlap the other calls; inactive means above about -39%
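Luciferase read-out from HCMV-luciferase-infected HFFs (MOI 1 PFU/cell) 72 h post infection at 37C; compounds added after 16 h cell attachment; activity normalized between buffer-only basal and Salinomycin (10uM) inhibitor controls.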
AmpC inh detg – qHTS Inhibitors of AmpC Beta-Lactamase (assay with detergent) | P00811 | AmpC hydrolysis of nitrocefin, absorbance 480 nm, 0.01% Triton | Potency, µM (titrated, usually from 114 µM), without a hit: at the top dose activity change, negative = inhibition, actives largely listed as inhibitors | actives 0.041% (n = 370,000) | AID 485294, 2010;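 further: potency means the concentration at half of the fitted maximal effect; 0% = no-compound wells and -100% = no-enzyme wells; nearly all actives have a fitted effect of over 25% in size; some results filed as inactive show a strong effect at the top dose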
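20 mM phosphate pH 7.0 + 0.01% (detergent screen) or 0.0001% Triton X-100; 5.3 nM AmpC reagent; cpd preinc 15 min RT; nitrocefin (800 uM stock) to start; A480 q20 s × 4 min; Activity was normalised to no-enzyme and no-compound control wells.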
* marks the source's active call; other numbers are inactive results; u = inconclusive; x = no result given; [ ] = another dose, or the depositor's remark. Unless noted, the call rests on the fitted dose curve; in most records, active means well fitted curve in the direction sought with a large enough effect; inconclusive means small, poorly fitted or top-dose-only effect, or another doubt; inactive means no such curve, though single readings can be large; an effect the other way counts as inactive or inconclusive. Unless noted, on the % scale 0 is the no-effect control and ±100 the full control effect.

SMILES	Sm TGR inh	Giardia FBPA inh	HCV inhibitor	AmpC inh no detg	HCMV antiviral	AmpC inh detg
CCC1Sc2ccc(S(=O)(=O)CCC(=O)Nc3ccccc3Cl)cc2NC1=O (configuration not stated)	-18%	-1%	16%	-15%	0	3%
COc1ccc2c(c1)CC(=O)NC=C2	6%	-1%	22%	-8%	-34	10%
O=C(c1ccc(Cl)s1)N1CCc2ccccc21	-6%	2%	1%	-16%	40	u
O=[N+]([O-])c1cccnc1S(=O)(=O)c1ccccc1	0.32µM*	4%	u	-4%	-99*	1%
CC(C)CC(=O)Nc1ccc(Cc2ccncc2)cc1	-17%	18%	-4%	-4%	-33	-6%
CCC(=O)N(Cc1cc2cccc(C)c2[nH]c1=O)c1ccccc1OC	4%	19%	3%	-7%	-18	1%
CC(C)n1nnnc1-c1cccc(Cl)c1	4%	-3%	x	-4%	-11	u
COc1cnc(-c2ccccn2)nc1Oc1ccccc1Cl	5%	-5%	u	u	-25	-1%
O=C(NN1C(=O)/C(=C/c2cccs2)SC1=S)c1ccncc1	-4%	-7%	19%	-16%	14	-5%
CC1CCCCC1NC(=O)/C=C/c1nc2ccccc2s1 (configuration not stated)	-6%	0%	-12%	-32%	-12	-3%
COc1ccc(CCNC(=O)CCN2C(=O)[C@@H]3Cc4ccccc4CN3C2=O)cc1OC	-13%	x	-16%	25%	0	-8%
O=c1[nH]c2cc3c(cc2cc1C(c1nnnn1C1CCCCC1)N1CCSCC1)OCCO3 (configuration not stated)	-21%	-5%	10%	-32%	-107*	-12%
O=C(Nc1nccs1)C1CCN(S(=O)(=O)c2ccc(Cl)c(C(F)(F)F)c2)CC1	9%	9%	19%	-29%	-2	5%
N/C(=N/OCc1cccc([N+](=O)[O-])c1)c1nonc1N	0%	-3%	-17%	-15%	-60*	u
CC1(C)Cc2cccc(OCC(=O)O)c2O1	-12%	11%	1%	-6%	2	-22%
C=CCNC(=O)[C@@H]1CSC2c3ccc(OC)c(OC)c3C(=O)N21 (some centres not stated)	-23%	1%	16%	50%	18	-8%
CCn1c(=O)c2cc(C(=O)Nc3cc(F)ccc3F)sc2c2ccccc21	0%	x	x	x	-32	-2%
COc1ccc(N2C(=O)C3CC(C)=C(C)CC3C2=O)c(OC)c1 (configuration not stated)	3%	6%	20%	-6%	1	u
O=c1c2c(nc3cc(-c4cccc(Cl)c4)[nH]n13)CCCC2	6%	-14%	-3%	-32%	118	-5%
CC(C)(C)C(=O)C[n+]1cccc(C(N)=O)c1	2%	0%	5%	-16%	-28	-1%
Cc1cccc(NC(=O)CCC(=O)c2cccs2)n1	u	x	7%	-24%	-32	-1%
COC(=O)c1ccc(COC(=O)CNC(=O)c2ccco2)cc1	5%	7%	-5%	-16%	28	2%
CCc1ccc(NC(=O)CSc2nc(=O)n(Cc3ccco3)c3c2CCC3)cc1	45µM*	x	x	x	-33	-1%
O=C(O)CCn1nnc(-c2ccccc2)n1	2%	6%	21%	-6%	8	-8%
O=S(=O)(Nc1ccccc1N1CCCCC1)c1ccc(F)cc1	-11%	-26%	-28%	-1%	3	-1%
The list continues.
SMILES	Sm TGR inh	Giardia FBPA inh	HCV inhibitor	AmpC inh no detg	HCMV antiviral	AmpC inh detg
O=C(Nc1ccc(Oc2ccc(NC(=O)Nc3ccc([N+](=O)[O-])cc3)cc2)cc1)Nc1ccc([N+](=O)[O-])cc1	14%	-5%	5.6µM*	-39%	-95*	4%
O=C(Nc1ccon1)C1CCN(S(=O)(=O)c2cccs2)CC1	5%	5%	23%	-12%	-27	u
CCn1c(C(c2ccccc2)c2ccccc2)n[nH]c1=S	-17%	6%	12%	-31%	-27	u
CC(=O)Nc1ccc(NC(=O)CSc2nnc(-c3ccccc3)n2Cc2ccc3c(c2)OCO3)cc1	7%	x	2%	22%	-22	-5%
O=C1c2cccc3c(O)ccc(c23)C(=O)N1Cc1ccccc1	34%	10%	6%	-30%	-13	u
Cc1ccc2c(Cl)c(C(=O)NC3CC3)sc2c1	-7%	x	u	93%[activator]	54	-9%
Cc1ccccc1NC(=O)CCC(=O)N1CC(C)Sc2ccccc21 (configuration not stated)	4%	x	x	x	u	6%
COc1ccc(C2CC(c3ccc(Cl)cc3)=NN2C(C)=O)cc1 (configuration not stated)	0%	8%	u	50%	56	-1%
CC(=O)Nc1sc(N/N=C/c2ccc(N(C)C)cc2)nc1-c1ccc(C)cc1	1%	-17%	-5%	-17%	71	-12%
COc1ccc(N(CC(=O)NCC2CCCO2)C(=O)CCC(=O)Nc2nccs2)c(OC)c1 (configuration not stated)	3%	x	16%	16%	11	1%
CC(=O)NCC(=O)OCN1C(=O)c2ccccc2C1=O	-4%	4%	-9%	-16%	52	4%
COc1cccc(C(=O)NCCN2CCN(c3ccccc3)CC2)c1	4%	u	6%	13%	24	-5%
COc1ccc(Cl)cc1NC(=O)Cn1ccn(Cc2ccc(C)cc2)c(=O)c1=O	-8%	x	x	x	-33	0%
Cc1c(C(=O)NCc2ccccn2)oc2ccc(Br)cc12	5%	x	-18%	39%	31	-11%
O=C(Nc1ccc(O)c2c(=O)cc(-c3cccc(Cl)c3)oc12)c1ccc(F)cc1	u	2%	u	-26%	14	6%
C=CCn1cccc(C(=O)Nc2ccc(Cl)cc2)c1=O	3%	1%	11µM*	-15%	13	2%
CCCCSc1nc2c(c(=O)[nH]c(=O)n2C)n1CCc1ccccc1	-13%	-8%	7%	-39%	-32	u
CC(C)NC(=O)c1ccc(OC2CSC2)cc1	10%	0%	9%	-8%	-1	u
CC1=NOC(=O)/C1=C/c1ccc(N(C)C)cc1	-14%	1%	3%	-6%	39	-5%
CC(=O)O[C@H]1[C@@H](O)[C@H](O)[C@H](Oc2c(O)c(C)c3c4c2[C@@H](C)CC[C@@H]4[C@@H](C)C[C@H]3C=C(C)C)O[C@H]1C	x	x	u	175%[activator]	-97*	x
CC(=NCCC1=CCCCC1)c1c(O)n(-c2ccccc2)c(=O)[nH]c1=O	3%	1%	-7%	11%	u	9%
O=C(Cc1ccc(S(=O)(=O)N2CCOCC2)s1)N1CCN(S(=O)(=O)c2cccc([N+](=O)[O-])c2)CC1	2%	x	-7%	44%	0	u
CCC(=O)N1CCc2cc(S(=O)(=O)NC(C(=O)Nc3cccc(C)n3)C(C)C)ccc21 (configuration not stated)	8%	-10%	15%	-5%	-8	0%
O=C(Nc1cc(S(=O)(=O)N2CCCCC2)ccc1Cl)C1=NN(c2ccccc2)C(=O)CC1	-17%	3%	10%	-12%	2	-6%
CC1C(=O)Nc2ccccc2N1C(=O)c1c(F)cccc1F (configuration not stated)	0%	-2%	-5%	-3%	26	1%
New compounds follow:
SMILES	Sm TGR inh	Giardia FBPA inh	HCV inhibitor	AmpC inh no detg	HCMV antiviral	AmpC inh detg
O=C(CN1C(=O)C2(OCCO2)c2ccccc21)c1ccc(Br)cc1	0%	-5%	0%	2%	-11	7%
O=C(CSC1=NCCS1)Nc1ccc2ccccc2c1	5%	-9%	7%	-31%	-30	6%
CN1CCN(CC(O)COc2ccc(S(=O)(=O)N3CCOCC3)cc2)CC1 (configuration not stated)	-17%	x	20%	-8%	-14	-3%
O=C(Cc1ccccc1)N1CCC(c2nc(-c3ccc(F)cc3)no2)CC1	0%	18%	u	60%[activator]	-20	-5%
COc1ccccc1CNC(=O)C(Cc1c[nH]c2ccccc12)NC(=O)OCc1ccccc1 (configuration not stated)	3%	-10%	u	-24%	-8	-15%
CCOc1ccc(S(=O)(=O)N2CCC(C(=O)NCCc3ccc(S(N)(=O)=O)cc3)CC2)cc1	5%	-4%	3%	-20%	-31	-7%
COc1ccc(C(=O)NCCCNC(=O)c2ccccn2)cc1Br	-15%	-3%	10%	-24%	14	-16%
O=C(CN1C(=O)CCS(=O)(=O)c2ccccc21)NCc1ccccc1	-23%	2%	5%	-11%	-4	8%
COc1ccc(C(=O)N2CCN(Cc3ccccc3)CC2)cc1[N+](=O)[O-]	-1%	-2%	u	38%	-34	4%
COc1ccc(NC(=O)CC2C(=O)N(c3cccc(OC)c3)C(=O)N2CCC(C)C)cc1 (configuration not stated)	-15%	-9%	-22%	25%	-9	-3%
COc1cc2c(cc1OC)C(c1ccccc1)CC2=O (configuration not stated)	7%	8%	-11%	3%	12	-6%
COc1cccc2cc(S(=O)(=O)c3ccc(C)cc3)/c(=N/NS(=O)(=O)c3ccc(C)cc3)oc12	-5%	10%	3%	-26%[11.4 µM]	u	u
CC(=O)Nc1ccc(N=Cc2c(O)n(Cc3ccco3)c(=O)[nH]c2=O)cc1	25µM*	-9%	15%	-8%	-26	11%
O=C(CN1C(=O)C2CCCCC2C1=O)Nc1cccc(C(F)(F)F)c1 (configuration not stated)	x	x	4%	-5%	-7	x
C/C(=C\C(=S)Nc1ccccc1)Nc1ccc2ccccc2c1	-16%	2µM*	-24%	-14%	50	u
O=C(CC(c1ccccc1)c1ccccc1)NCc1cccnc1	-1%	-1%	6%	-3%	-21	-8%
N#CC(=C=[N-])c1nc2ccccc2nc1-[n+]1cccc(NC(=O)c2cccs2)c1	40µM*	-17%	-27%	-6%	-24	4%
COc1ccc(CNC(=O)CN2C(=O)CSc3ccc(S(=O)(=O)N4CCOCC4)cc32)cc1	3%	28%	9%	-7%	14	-9%
O=C(NCCCc1ccccc1)c1ccc([N+](=O)[O-])cc1Cl	-2%	4%	7%	0%	74	-21%
Cc1ccc(OCC(=O)NN2C(=O)c3ccccc3C2=O)c(C)c1	-4%	3%	4%	u	-1	-1%
O=S(=O)(c1ccc(F)cc1)N1CCN(c2ccccc2)CC1	-4%	-2%	10%	-7%	1	-2%
CCOc1cc(S(=O)(=O)n2cc(-c3ccc(F)cc3)c(N)n2)cc(OCC)c1OCC	-1%	-20%	6.3µM*	1%	19	6%

Screening results deposited in PubChem by National Center for Advancing Translational Sciences (NCATS).
